Compound activity as filed in PubChem.
Glioma ERSR ind: qHTS for Inducers of the Endoplasmic Reticulum Stress Response (ERSR) in Human Glioma: qHTS | Potency, µM, without a hit: top-dose activation, actives largely listed as activators | U87-MG GRP78 promoter luciferase reporter, 16 h | 0.02% of 420,000 active | AID 602332, 2012; active = well fitted activation curve with a large enough effect; inconclusive = small, poorly fitted or top-dose-only effect; inactive = no such curve, though single readings can be large or run the other way; also: series mostly up to about 76 µM; % of control where 0% means no effect; nearly all actives have a fitted effect of over 35% in size
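ERSR induction read as luciferase luminescence (Bright-Glo, 10 min at room temperature) in stably transfected human U87-MG glioma cells exposed to compounds for 16 h, using GRP78 as sensor.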
* hit, by the source's call; & = joins results of further samples. Potency is read from the fitted curve at half-maximal effect.

For COc1ccccc1CNc1nc(-c2ccc(N(C)C)cc2)nc2ccccc12 the results were Glioma ERSR ind -8.1%.
Screening C#CCC(C(=O)OC)(C(=O)OC)C(C[N+](=O)[O-])c1ccccc1 (centres undefined) returned Glioma ERSR ind -5.0%.
Screening C=C(C)C1Cc2c(ccc(C(=O)O)c2O)O1 (centres undefined) returned Glioma ERSR ind -2.3%.
Screening CC(C)C(=O)N[C@H]1CCCN1C(=O)/C=C\c1ccccc1 returned Glioma ERSR ind -4.6%.
For COC(=O)C/C=C\[C@@H](C)[C@@H](/C=N\OCC[C@H]1C=C[C@H](OC(C)=O)[C@@H](COC(C)=O)O1)NS(=O)(=O)c1ccc(C)cc1 the results were Glioma ERSR ind -4.0%.
Screening O=C(O)Cc1ccc(OCCNC[C@H](O)c2ccccc2)cc1 returned Glioma ERSR ind -4.1%.
CCc1cc(-c2oncc2-c2ccc(OC)cc2)c(O)cc1OC was read as Glioma ERSR ind -10.2%.
COc1ccc(-c2coc3ccc(OC4OC(COC(C)=O)C(OC(C)=O)C(OC(C)=O)C4OC(C)=O)c(OC(C)=O)c3c2=O)cc1 (centres undefined) was read as Glioma ERSR ind -3.5%.
CS(=O)(=O)N1CCC2(CC1)CN(C(=O)Nc1cccc(F)c1)C2 was read as Glioma ERSR ind -4.4%.
For COc1cccc2c1C(=O)c1c(O)c3c(c(O)c1C2=O)C[C@](O)(C(=O)CO)C[C@@H]3O[C@H]1C[C@H](N)[C@@H](O)[C@H](C)O1 the results were Glioma ERSR ind 0.4%.

In the list so far, these contain sulfur:
For COC(=O)C/C=C\[C@@H](C)[C@@H](/C=N\OCC[C@H]1C=C[C@H](OC(C)=O)[C@@H](COC(C)=O)O1)NS(=O)(=O)c1ccc(C)cc1 the results were Glioma ERSR ind -4.0%.
CS(=O)(=O)N1CCC2(CC1)CN(C(=O)Nc1cccc(F)c1)C2 was read as Glioma ERSR ind -4.4%.

Continuation:
CCSC[C@H](NC(=O)[C@H](C)N)C(=O)N[C@@H](CC(=O)O)C(=O)N[C@H](C(=O)N[C@@H](C)C(=O)N[C@H](C(=O)N[C@@H](CSCC)C(=O)N[C@H](C(=O)N[C@H](C(=O)N[C@@H](Cc1cnc[nH]1)C(=O)N[C@@H](CCCNC(=N)N)C(=O)N[C@@H](CC(C)C)C(=O)N[C@@H](C)C(=O)NCC(=O)N[C@@H](CC(C)C)C(=O)N[C@@H](CC(C)C)C(=O)N[C@@H](CO)C(=O)N[C@@H](CCCNC(=N)N)C(=O)N[C@@H](CO)C(=O)NCC(=O)NCC(=O)N[C@H](C(=O)N[C@H](C(=O)N[C@@H](CCCCN)C(=O)N[C@@H](CC(N)=O)C(=O)N[C@@H](CC(N)=O)C(=O)N[C@@H](Cc1ccccc1)C(=O)N[C@H](C(=O)N1CCC[C@H]1C(=O)N[C@H](C(=O)N[C@@H](CC(N)=O)C(=O)N[C@H](C(=O)NCC(=O)N[C@@H](CO)C(=O)N[C@@H](CCCCN)C(=O)N[C@@H](C)C(=O)N[C@@H](Cc1ccccc1)C(N)=O)C(C)C)[C@@H](C)O)C(C)C)C(C)C)C(C)C)[C@@H](C)O)C(C)C)[C@@H](C)O)[C@@H](C)O was read as Glioma ERSR ind -5.7%.
For NC1C(O)OC(CO)[C@@H](O)[C@@H]1O[C@H]1O[C@@H](C(=O)O)C(O)C(O)C1O (some centres undefined) the results were Glioma ERSR ind -5.5%.
Screening Cc1cc(F)c(Nc2ncnc3cc(OCc4ccccc4)ccc23)cc1O returned Glioma ERSR ind -4.8%.
For N#CCCn1c(=O)c(-c2ccc(Cl)cc2)nc2cnc(N3CCNCC3)nc21 the results were Glioma ERSR ind -2.9%.
Screening O=c1cnc2cnc(Oc3ccccc3)nc2n1C1CC1 returned Glioma ERSR ind 4.3%.
Screening CCOC(=O)NCCOc1ccc(Oc2ccccc2)cc1 returned Glioma ERSR ind 5.2%.
O=c1c(-c2ccc(F)c(F)c2)nc2cncnc2n1C1CC1 was read as Glioma ERSR ind -2.4%.
`CC(C)NC(=O)N1CCCC2(CCN(C(=O)c3cc(C(F)(F)F)cc(C(F)(F)F)c3)CC2)C1` gave Glioma ERSR ind -2.2%.
`CCN1C(=O)[C@@H]2[C@H]3C(=CC[C@H]2C1=O)C(=O)[C@H]1OC1[C@H]3O` (some centres undefined) gave Glioma ERSR ind -11.3%.
`COc1cccc(-c2nccc(NCc3ccccc3)n2)c1` gave Glioma ERSR ind -5.9%.

Entries listed so far with an aryl methoxy group:
For COc1ccccc1CNc1nc(-c2ccc(N(C)C)cc2)nc2ccccc12 the results were Glioma ERSR ind -8.1%.
CCc1cc(-c2oncc2-c2ccc(OC)cc2)c(O)cc1OC was read as Glioma ERSR ind -10.2%.
COc1ccc(-c2coc3ccc(OC4OC(COC(C)=O)C(OC(C)=O)C(OC(C)=O)C4OC(C)=O)c(OC(C)=O)c3c2=O)cc1 (centres undefined) was read as Glioma ERSR ind -3.5%.
For COc1cccc2c1C(=O)c1c(O)c3c(c(O)c1C2=O)C[C@](O)(C(=O)CO)C[C@@H]3O[C@H]1C[C@H](N)[C@@H](O)[C@H](C)O1 the results were Glioma ERSR ind 0.4%.
`COc1cccc(-c2nccc(NCc3ccccc3)n2)c1` gave Glioma ERSR ind -5.9%.

Later entries:
Screening COCC(=O)N1CCC[C@@]2(CCN(C(=O)Nc3ccc(OC)cc3)C2)C1 returned Glioma ERSR ind -0.3%.
For O=C(c1cnccn1)N1CCC2(CCCN(Cc3ccccc3)C2)CC1 the results were Glioma ERSR ind -3.4%.
For c1cncc(-c2cncnc2NC2CCNCC2)c1 the results were Glioma ERSR ind -2.1%.
For COc1ccc(CNc2cc(-c3cccnc3)ncn2)c(OC)c1 the results were Glioma ERSR ind 4.0%.
CO[C@@H]1COC(=O)[C@H]2CCCN2C(=O)[C@@H](C)COC(=O)CCC[C@H]1C was read as Glioma ERSR ind -4.8%.
`Cc1noc(C)c1C(=O)N1CCC2(CCN(Cc3nccs3)CC2)CC1` gave Glioma ERSR ind -2.6%.
CCN1C(C)=C(C(=O)OC)C(c2ccccc2)N2C(=O)[C@@]3(C(=O)OC)O[C@@]12C1C(=O)CCCC13 (some centres undefined) was read as Glioma ERSR ind -4.3%.
For COc1ccccc1N1CCN(c2nc(CNC(=O)C3CC34CCCC4)nc3ccccc23)CC1 (centres undefined) the results were Glioma ERSR ind -6.0%.
Screening COC1C(O)C(CO)OC1n1cnc2c(=O)[nH]c(N)nc21 (centres undefined) returned Glioma ERSR ind -4.9%.
N=C(CC(O)COc1ccccc1-c1ccccc1)N1CCCCC1 (centres undefined) was read as Glioma ERSR ind -7.0%&-3.2%.
Cc1cnc(CNc2ncncc2-c2ccoc2)cn1 was read as Glioma ERSR ind -3.7%.
`COc1ccc(COC(=O)N/N=C2/C[C@@H](O)[C@@H](O)[C@@H]3[C@H]4C(=O)N(c5ccc(F)cc5F)C(=O)[C@@H]4CC[C@H]23)cc1` gave Glioma ERSR ind -4.0%.
`COc1cccc(Nc2ncc3nc(-c4ccc(Cl)cc4)c(=O)n(CCC#N)c3n2)c1` gave Glioma ERSR ind 8.4%.
Screening CC1=CCC2CC1C2(C)C (centres undefined) returned Glioma ERSR ind -3.1%.
Screening CC[C@H](C)[C@H](N)C1=N[C@H](C(=O)N[C@@H](CC(C)C)C(=O)N[C@@H](CCC(=O)O)C(=O)N[C@@H](C(=O)N[C@H]2CCCCNC(=O)[C@@H](CC(N)=O)NC(=O)[C@@H](CC(=O)O)NC(=O)[C@@H](Cc3cnc[nH]3)NC(=O)[C@@H](Cc3ccccc3)NC(=O)[C@@H]([C@@H](C)CC)NC(=O)[C@@H](CCCN)NC2=O)[C@@H](C)CC)CS1 returned Glioma ERSR ind -3.1%.
Cc1noc(C)c1-c1cncnc1N1CCN(C)CC1 was read as Glioma ERSR ind -3.1%.
For CN(C)c1ccc(-c2cc(NCc3ccccc3)ncn2)cc1 the results were Glioma ERSR ind 0.2%.
Screening CN(Cc1ccco1)c1ncnc2ccc(-c3ccccc3C(F)(F)F)cc12 returned Glioma ERSR ind -2.6%.
For CSc1ncccc1C(=O)NCC1Cc2cc(F)cc(-c3cncnc3)c2O1 (centres undefined) the results were Glioma ERSR ind -4.1%.
For N#CCCn1c(=O)c(-c2cccc(C#N)c2)nc2cnc(Oc3ccccc3)nc21 the results were Glioma ERSR ind -3.7%.
For C=CC[C@@H]1C=C[C@H](Oc2ccc(C)cc2)[C@H](COC(=O)NCc2cccc3ccccc23)O1 the results were Glioma ERSR ind -4.2%.
`COC(=O)C1CCN(Cc2ccc3c(c2)CN(C(=O)c2cc4cc(F)ccc4[nH]2)CCO3)CC1` gave Glioma ERSR ind -1.3%.
COC(=O)C(C(C)=O)C(=O)C(Cc1ccccc1)NC(=O)OCc1ccccc1 (centres undefined) was read as Glioma ERSR ind -1.3%.
Screening Cc1cc(O)c(C=O)c(O)c1C(=O)O returned Glioma ERSR ind -4.0%.
For Cn1cc(-c2nc3cncnc3n(-c3ccccc3)c2=O)c2ccccc21 the results were Glioma ERSR ind -5.8%.
For CC(O)COc1ccccc1 (centres undefined) the results were Glioma ERSR ind -3.1%.
For COc1ccc(-c2nc3cc(F)ccc3cc2CN(C(=O)c2cccc(OC)c2)C2CC2)cc1 the results were Glioma ERSR ind -2.9%.
`Cc1noc(C)c1C(=O)N1CCC2(CCN(Cc3ccccc3)CC2)CC1` gave Glioma ERSR ind -1.5%.
`COC(=O)[C@@H](NC(=O)C1CCCN(c2nc(C)c3ccc(C)cc3n2)C1)C(C)C` (some centres undefined) gave Glioma ERSR ind -4.2%.
For CCC1(C2CCN(C(=O)c3coc4c3C(=O)CCC4)CC2)NC(=O)N(CCc2scnc2C)C1=O (centres undefined) the results were Glioma ERSR ind -3.5%.
`COc1ccc(-c2cc(=O)c3c(O)c(OC)c(O[C@@H]4OC(COC5OC(C)C(O)C(O)[C@@H]5O)C(O)C(O)C4O)cc3o2)cc1` (some centres undefined) gave Glioma ERSR ind 3.2%.
`CCCNC(=O)OC[C@@H]1O[C@H](CCON=C(C)C)C=C[C@@H]1Oc1ccc(OC)cc1` gave Glioma ERSR ind -4.2%.
O=C(c1cccc(F)c1)N1CCC2(CCCN(c3cccc(-c4ccccc4)c3)C2)CC1 was read as Glioma ERSR ind -4.3%.
Screening COCC(=O)N1CCC2(CCCN(C(=O)Nc3cccc(C#N)c3)C2)CC1 returned Glioma ERSR ind -3.9%.
For COc1ccccc1CCn1c(=O)c(-c2cc(F)cc(F)c2)nc2cncnc21 the results were Glioma ERSR ind -1.4%.
For CCCCCCCCCCCCCCCCOP(=O)([O-])OCC[N+](C)(C)C the results were Glioma ERSR ind -1.4%.
Screening COc1ccc(C(=O)C2C3C4COC(O4)C(=O)C3C3C=Cc4ccccc4N32)c(OC)c1 (centres undefined) returned Glioma ERSR ind -7.7%.
Screening CCOc1ccc(C[C@H]2NC(=O)CCSSC[C@@H](C(=O)N3CCC[C@H]3C(=O)N[C@@H](CCCN)C(=O)NCC(N)=O)NC(=O)[C@H](CC(N)=O)NC(=O)[C@H]([C@@H](C)O)NC(=O)[C@H]([C@@H](C)CC)NC2=O)cc1 returned Glioma ERSR ind -3.4%.
For CO[C@H]1[C@H](NC(=O)c2ccsc2)c2ccccc2C12CCN(Cc1cnn(C)c1C)CC2 the results were Glioma ERSR ind -2.7%.
Screening Cc1ccccc1-c1nc(NC2CC2)c2ccccc2n1 returned Glioma ERSR ind -1.7%.
For COc1ncc2nc(-c3cn(C)c4ccccc34)c(=O)n(Cc3ccc(F)cc3)c2n1 the results were Glioma ERSR ind -3.6%.
For COc1ccc(-c2nc3cc(C)ccc3cc2CN(C(=O)c2ccco2)C2CC2)cc1OC the results were Glioma ERSR ind 1.6%.
Screening Cc1ccc2c(c1)CN(CCNC(=O)c1c(-c3ccccc3)noc1C)CC(C)O2 (centres undefined) returned Glioma ERSR ind -3.1%.
Screening COC(=O)C1CCCCN1Cc1ccc2c(c1)CN(C(=O)c1ccc(F)cc1)CCO2 (centres undefined) returned Glioma ERSR ind -2.8%.
For COc1ccccc1CNc1ncnc2ccc(-c3c(C)noc3C)cc12 the results were Glioma ERSR ind -1.6%.
`NCCCC(N)CC(=O)NC1CNC(=O)C(C2CC(O)N=C(N)N2)NC(=O)/C(=C/NC(N)=O)NC(=O)C(CO)NC(=O)C(CO)NC1=O` (centres undefined) gave Glioma ERSR ind -3.2%.
`COc1ccc2[nH]cc(CCNc3nc(-c4cccc(C#N)c4)nc4ccccc34)c2c1` gave Glioma ERSR ind -2.5%.
`COc1cccc(CN2CCC(n3cc(C(=O)N4CCCCC4)nn3)CC2)c1OC` gave Glioma ERSR ind -0.8%.
For O=C(c1cccc(F)c1)N1CCC2(CC1)CCN(c1cccc(-c3ccccc3)c1)CC2 the results were Glioma ERSR ind -2.0%.
Screening COC(=O)c1cc(CNC(=O)c2ccc3ncccc3c2)cc(NC(=O)c2ccccc2Cl)c1 returned Glioma ERSR ind -1.7%.
For COc1ccc2[nH]cc(CCNc3ncncc3-c3ccccc3Cl)c2c1 the results were Glioma ERSR ind -2.2%.
Screening Cn1cc(-c2nc3cnc(N4CCNCC4)nc3n(C)c2=O)c2ccccc21 returned Glioma ERSR ind -3.6%.
Screening Cn1cc(C=C2C(=O)Nc3cccnc32)c2ccccc21 returned Glioma ERSR ind inconclusive.
Screening Oc1ccc(Cl)cc1CN1CCOc2c(O)cc(-c3nc4ccccc4s3)cc2C1 returned Glioma ERSR ind -8.6%.
O=C(c1cccc(F)c1)N1CCC2(CC1)CCN(c1ccccn1)CC2 was read as Glioma ERSR ind -5.1%.
COC(=O)C(c1ccccc1Cl)N1CCc2sccc2C1 (centres undefined) was read as Glioma ERSR ind -1.5%&-2.8%&-2.2%&-3.2%.
Cc1cnc(CNc2ncncc2-c2ccccc2Cl)cn1 was read as Glioma ERSR ind -5.2%.
COc1ccc(NC(=O)N2CC3(CCN(C(=O)c4cccc(F)c4)CC3)C2)cc1 was read as Glioma ERSR ind 1.2%.

The list is partial; the hit share may differ from the screen's.
